Hsp70 act = Hsp70 transcriptional activation, primary screen. HeLa Hsp70 promoter luciferase reporter, luminescence; scaled: vehicle 0, proteasome-inhibitor control 100%. activation, % at 10 µM. hit rate 0.04% among 200,000. AID 1203;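 active = activation above the mean across all tested compounds plus 3 SD, cutoff set per campaign, cut at about 5.5% in these data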;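 also: 100% = MG132 at 30 µM as the positive control and 0% = DMSO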
PMI activator = phosphomannose isomerase (human) activation; purified human PMI, coupled resazurin fluorescence, 20 min; hits give high values; 1 = vehicle control, 0 substrate-free wells; AID 1214; activation factor at 20 µM; hit rate 0.005% among 190,000; P34949;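 active = activation factor of 2 or more at 20 µM, relative to plate controls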
Target sequence (P34949 whole entry, looked up): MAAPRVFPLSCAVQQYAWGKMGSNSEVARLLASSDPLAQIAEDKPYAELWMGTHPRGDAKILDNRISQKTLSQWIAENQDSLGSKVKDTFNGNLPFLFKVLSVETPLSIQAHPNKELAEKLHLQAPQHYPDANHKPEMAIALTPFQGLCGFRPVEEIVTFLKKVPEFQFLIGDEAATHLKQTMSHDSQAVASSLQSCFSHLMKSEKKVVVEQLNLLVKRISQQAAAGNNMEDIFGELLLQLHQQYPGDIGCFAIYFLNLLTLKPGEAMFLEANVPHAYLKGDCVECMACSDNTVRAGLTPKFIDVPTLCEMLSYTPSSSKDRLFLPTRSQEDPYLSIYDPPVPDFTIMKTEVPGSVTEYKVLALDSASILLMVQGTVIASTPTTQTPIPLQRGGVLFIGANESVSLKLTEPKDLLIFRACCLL
Lmaj promast = reduces viability of Leishmania major promastigotes | inhibition, % at 10 µM | resazurin fluorescence viability | AID 1063 | hit rate 9% among 200,000; in the data active = inhibition above about 50%;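 also: promastigotes grown with compound for 44 hours at 28 °C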
TNAP inh hiacc = TNAP (human) inhibition, high acceptor; purified TNAP, CDP-star luminescence, 1 M DEA; AID 1135; inhibition, % at 20 µM; P05186; hit rate 0.03% among 200,000;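 active = over 50% inhibition of tissue-nonspecific alkaline phosphatase at 20 µM in the single-dose screen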;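 also: plate controls were DMSO wells for no effect and EDTA-quenched wells as full inhibition for full effect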
Target sequence (P05186 whole entry, looked up): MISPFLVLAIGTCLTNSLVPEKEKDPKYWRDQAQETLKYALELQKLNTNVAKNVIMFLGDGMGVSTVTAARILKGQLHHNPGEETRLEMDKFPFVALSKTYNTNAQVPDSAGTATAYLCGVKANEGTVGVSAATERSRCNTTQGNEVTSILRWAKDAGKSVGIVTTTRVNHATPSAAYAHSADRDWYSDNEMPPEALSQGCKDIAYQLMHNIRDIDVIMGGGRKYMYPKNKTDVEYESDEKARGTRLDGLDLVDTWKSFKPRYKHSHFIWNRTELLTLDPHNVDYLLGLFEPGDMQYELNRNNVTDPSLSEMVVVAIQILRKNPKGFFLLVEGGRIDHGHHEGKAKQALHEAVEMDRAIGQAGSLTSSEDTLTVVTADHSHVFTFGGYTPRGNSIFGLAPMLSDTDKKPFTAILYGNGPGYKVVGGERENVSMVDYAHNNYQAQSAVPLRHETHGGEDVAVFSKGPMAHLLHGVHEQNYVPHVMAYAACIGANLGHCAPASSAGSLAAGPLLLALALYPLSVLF
S1P3 antag = antagonists of human S1P3 receptor; Q99500; CHO S1P3 NFAT-BLA reporter, FRET fluorescence, antagonist mode; inhibition, % at 4.98 µM; hit rate 0.27% among 170,000;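 active = inhibition above the plate cutoff, the mean inhibition of test wells on that plate plus 3 SD, cut at about 28% in these data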;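 also: cells challenged with S1P at its EC80 of 0.8 µM; blue over green emission ratio from cleaved BLA substrate after 4 h stimulation; 0% = S1P-stimulated wells and 100% = unstimulated DMSO-only wells; some compounds past the cut are filed as inactive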
RAM inhibit = blocks the yeast RAM network; S. cerevisiae dse1pr::URA3 reporter, 5-FOA growth OD615, 2 d; analog-sensitive cbk1-as2 kinase mutant strain; inhibition, % at 50 µM; hit rate 1.8% among 190,000;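 active = inhibition above a set limit, 3 SD over mean compound inhibition, cut at about 8.4% in these data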;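 also: 0% = DMSO-only wells with no growth and 100% = 10 µM 1-NA-PP1 full growth; inhibition rescues growth on 5-FOA so higher OD means more RAM inhibition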
TNAP inh noacc = inhibitors of human TNAP without phosphate acceptor | purified TNAP, CDP-star luminescence, 30 min | P05186 | inhibition, % at 20 µM | hit rate 0.26% among 200,000;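 active = tissue-nonspecific alkaline phosphatase inhibition above about 50% at 20 µM in the single-dose screen, limit read from the data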;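 also: 0% = DMSO negative control and 100% = EDTA positive control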
PMI act satM6P = activators of human phosphomannose isomerase at near-saturating mannose 6-phosphate. coupled PMI enzyme assay, resazurin fluorescence, 20 min; hits give high values; 1 = untreated enzyme, 0 = substrate-free blank. activation factor at 20 µM. P34949. hit rate 0.34% among 190,000. AID 1216;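 active = activation factor of 2 or more at 20 µM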
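Technique: Diaphorase-driven resazurin-to-resorufin fluorescence, excitation 544, emission 590 nm | Assay system: Human PMI in coupled enzyme assay | Times: Enzyme reaction with compound 20 min at room temperature | Medium: HEPES-buffered pH 7.4 with magnesium and detergent | Reagent: Mannose-6-phosphate 1.0 mM (near-saturating) plus 0.22 mM NADP+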
Redox H2O2 prof = compounds producing H2O2 with reducing agent – biochemical, NIH compound library profiling, artefact control for MLSCN library redox annotation, primary screen; DTT-dependent redox cycling H2O2, phenol red/HRP absorbance; 100% = 100 µM peroxide control, 0% = buffer; activation, % at 10 µM; hit rate 0.03% among 200,000; AID 878;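 active = activation of at least 50% relative to the plate's high and low controls in the primary single-dose screen; inactive = activation below 50%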;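 also: compound incubated with DTT at 0.8 mM final as the reducing agent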
Efa HMGR inh = E. faecalis class II HMG-CoA reductase inhibition. purified E. faecalis HMGR, NADPH absorbance 340 nm kinetic. inhibition, % at 10 µM. hit rate 0.41% among 190,000;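 active = inhibition above a set limit, the median over all tested compounds plus 3 SD, cut at about 9.5% in these data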;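 also: enzyme runs in reverse so mevalonate oxidation gives rising NADPH absorbance; 0% = complete reaction with DMSO and 100% = background rate lacking mevalonate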
An asterisk follows results filed as active; x = not tested or not shown.

SMILES	Hsp70 act	PMI activator	Lmaj promast	TNAP inh hiacc	S1P3 antag	RAM inhibit	TNAP inh noacc	PMI act satM6P	Redox H2O2 prof	Efa HMGR inh
COc1cccc(/C=N/n2c(N)nc3ccccc32)c1OC	0.5	1	59*	0	x	0.9	4	1	0.0	-2
CCOC(=O)c1ccccc1NC1c2ccccc2C(=O)N1c1ccc(C)cn1 (stereo unspecified)	-0.1	0.9	4	-4	-5	3.3	-2	0.9	-1.9	-8
O=C(/C=C/c1ccco1)N1CCc2ccccc21	1.2	1	-9	-8	-16	1.6	-5	1	0.0	0
O=C(CNS(=O)(=O)c1ccc(Br)s1)NCC1COc2ccccc2O1 (stereo unspecified)	-0.1	1	59*	-4	-18	4.4	-16	1	-2.0	-2
Cc1ccc(/C=N/NC(=O)C2=NNC(c3ccccc3)(c3ccccc3)C2)c(O)c1	0.2	1.2	100*	7	x	0.5	-124	1.2	1.0	1
O=C(NCc1ccc2c(c1)OCO2)Nc1ccc2nsnc2c1	-0.1	0.9	17	-7	-9	0.8	-10	0.7	0.4	1
Cc1cc(C)n(-c2ccc(C(=O)OCC(=O)N(CC(C)C)C3CCS(=O)(=O)C3)cc2)n1 (stereo unspecified)	-0.1	1	0	-1	6	2.0	-11	1	-0.1	-6
CCCc1nc(N)sc1C(=O)OCC	-0.1	0.9	-2	-4	x	1.0	-15	0.9	-4.1	2
Cn1cc(SCC(=O)NCCc2ccccc2)c2ccccc21	0.0	1	14	0	-3	2.5	-13	1	0.5	-4
CC(C)CNC1=CC(=O)CC(c2ccco2)C1 (stereo unspecified)	-0.2	0.6	-1	4	4	1.3	-5	0.5	-1.4	-8
COc1ccc(N=c2oc3cc(O)ccc3cc2C(=O)NCC2CCCO2)cc1 (stereo unspecified)	-0.3	1	14	7	24	3.6	-5	1	-0.1	1
CCOC(=O)COc1ccccc1/C=N/O	0.3	1.1	30	1	-6	-0.3	-6	1.1	0.5	-5
CCOC(=O)N1CCC(=NNC(=O)Cn2ccc(C(F)(F)F)n2)CC1	-0.3	1	-8	-3	7	2.0	-7	1.1	0.1	-3
CC1(C)N=C(/C=N/O)CN1O	-0.1	1	-3	-6	-25	0.9	-12	1	1.4	-4
COc1ccc(NC(=O)CN(C)S(=O)(=O)c2cccc3nsnc23)cc1OC	-0.4	1.1	0	-2	-6	0.1	-11	1.1	0.1	-3
COc1ccc(NC(=O)CC(C)C)c([N+](=O)[O-])c1	-0.5	0.9	-3	-5	x	1.6	-6	0.9	1.9	-3
COc1cc(Cc2ccc(N)c(OC)c2)ccc1N	-0.5	0.9	-6	2	-9	-0.1	-4	0.8	0.3	-10
O=C(NC(C(=O)N/N=C/c1cccc2ccccc12)c1n[nH]c(=O)c2ccccc12)c1ccccc1 (stereo unspecified)	-0.2	0.8	33	-2	x	1.9	0	0.8	-7.8	1
COc1ccc(Cl)cc1N1C(=O)C2CCCN2C1c1sccc1C (stereo unspecified)	-0.4	0.9	2	-3	-46	1.4	-3	0.9	-1.0	-2
O=C(O)c1ccc(-n2c(-c3cc(-c4ccco4)[nH]n3)n[nH]c2=S)cc1	0.2	0.9	-7	-5	x	0.5	-24	0.8	4.0	0
O=C(C1=NN(c2ccccc2)C2C(=O)N(c3cccc(Cl)c3)C(=O)C12)c1ccccc1 (stereo unspecified)	-0.2	0.8	-10	8	28*	3.4	4	0.8	-0.7	-5
O=C(NNc1ccc([N+](=O)[O-])cc1)C1CC1c1ccccc1 (stereo unspecified)	-0.1	1.1	-6	3	11	1.8	-1	1.1	-0.4	-2
O=C(C1CC12CCCC2)N1CCC(CO)(Cc2ccccc2Cl)CC1 (stereo unspecified)	-0.4	0.8	-5	-4	-1	-0.4	-1	0.8	0.0	-7
CN(CC(=O)Nc1cccc(S(=O)(=O)NC2=NCCCCC2)c1)Cc1ccc(C(C)(C)C)cc1	-0.1	1	17	-7	4	0.0	-17	1	-1.9	-5
CC(C)(C)c1ccc(/C=C/C(=O)N2CCOCC2)cc1	-0.2	0.9	-2	-1	1	0.9	-4	0.9	-0.2	-2
CCCSC1=C(C#N)C(c2cc(OC)ccc2OC)CC(=O)N1 (stereo unspecified)	-0.3	0.9	21	4	14	0.3	-4	0.8	-0.1	-6
CC1Cc2ccccc2N1C(=O)CNCCCN(C)C (stereo unspecified)	-0.2	1	-1	10	x	1.7	-5	1	0.1	-3
C/C(CC(=O)Nc1ccccn1)=N\NC(=O)C(=O)Nc1cccc(Cl)c1C	0.3	0.9	-3	-4	x	2.2	-27	1	1.5	0
N#Cc1ccc(C(=O)Nc2nc(-c3cccs3)c(C(=O)C(F)(F)F)s2)cc1	-0.1	1.2	15	-2	-9	3.0	-4	1.2	-0.1	3
CN(C)S(=O)(=O)c1ccc(Cl)c(NC(=O)COC(=O)c2ccc(O)cc2)c1	-0.2	0.9	-5	-4	-4	3.9	-10	0.9	0.7	-3
COc1ccccc1N1CCN(C(=O)C(C)N(c2ccc(C)c(C)c2)S(C)(=O)=O)CC1 (stereo unspecified)	0.1	1	-3	-7	-48	-0.3	-4	1	0.1	2
Cn1c(=O)oc2cc(S(=O)(=O)N3CCN(c4ccccc4)CC3)ccc21	-0.1	1	-10	-5	9	5.2	-13	1	1.3	x
Cc1cc(/C=C\c2ccccc2)nc2ccccc12	-0.3	0.9	14	-7	7	1.2	-8	0.9	0.0	-7
OCCN(Cc1ccccc1)Cc1nc(CC2CC2)no1	0.2	0.9	-7	2	-1	3.0	-2	1	-1.1	0
CNC(C)c1ccc(S(N)(=O)=O)cc1 (stereo unspecified)	0.5	0.9	-4	-2	-2	1.5	-3	0.9	0.3	-1
O=C(N=Nc1c(O)[nH]c2ccccc12)c1ccc2c(c1)OCO2	-0.3	1	9	-1	5	3.6	-6	1	-1.4	-9
O=[N+]([O-])c1ccc(C(=S)N2CCC(Cc3ccccc3)CC2)cc1	-0.3	0.9	-5	-2	6	4.6	-8	1	4.2	2
COc1cccc(N2CCN(C3CC(=O)N(c4cccc(Cl)c4)C3=O)CC2)c1 (stereo unspecified)	-0.3	0.9	-6	-2	x	-0.8	-9	0.9	-0.7	-2
Cc1ccc(S(=O)(=O)N2CCN(c3nc(C)c4c(c3C#N)CC(C)(C)OC4)CC2)cc1	-0.1	0.9	-3	-7	x	4.1	-5	0.9	1.1	-1
Cc1ccc(NC(=O)c2sc3ccccc3c2Cl)nc1	-0.1	1.1	-4	-2	x	0.1	-9	1	1.7	-1
CC(C)CC(OC(=O)c1cccs1)C(=O)NCc1cccs1 (stereo unspecified)	-0.2	0.9	6	-4	-46	0.5	-9	1	-1.3	-3
CCS(=O)(=O)NCC(c1cccnc1)N1CCN(c2ccc(F)cc2)CC1 (stereo unspecified)	-0.4	1.1	69*	1	10	-0.3	-5	1.1	-0.3	-3
CC(C)N(Cc1ccccc1)C(=S)Nc1ccc(F)cc1	-0.1	1.1	3	-5	0	0.3	-13	1	0.7	3
Cc1cccc(OCCCC(=O)Nc2ccc(N(C)C)cc2)c1	-0.1	0.9	97*	3	-1	0.7	-8	0.8	0.8	-4
O=C(CCNc1n[nH]c(=O)[nH]c1=O)N/N=C/c1ccc(C(F)(F)F)cc1	0.2	1.1	-6	0	4	4.6	-12	1.1	-0.3	-4

Pulled by compound from above:
SMILES	Hsp70 act	PMI activator	Lmaj promast	TNAP inh hiacc	S1P3 antag	RAM inhibit	TNAP inh noacc	PMI act satM6P	Redox H2O2 prof	Efa HMGR inh
Cc1cccc(OCCCC(=O)Nc2ccc(N(C)C)cc2)c1	-0.1	0.9	97*	3	-1	0.7	-8	0.8	0.8	-4
COc1ccccc1N1CCN(C(=O)C(C)N(c2ccc(C)c(C)c2)S(C)(=O)=O)CC1 (stereo unspecified)	0.1	1	-3	-7	-48	-0.3	-4	1	0.1	2

Following part.
SMILES	Hsp70 act	PMI activator	Lmaj promast	TNAP inh hiacc	S1P3 antag	RAM inhibit	TNAP inh noacc	PMI act satM6P	Redox H2O2 prof	Efa HMGR inh
CCOC(=O)c1ccccc1NC(=O)C(C)Oc1ccccc1 (stereo unspecified)	-0.2	0.9	1	-1	-4	-0.2	-8	0.9	2.3	-14
ON/C=N/C(=S)Nc1ncc(C(F)(F)F)cc1Cl	-0.3	1	90*	-8	5	0.8	-13	1	0.0	18*
CC(C)(C)C(=O)Nc1sc2c(c1C#N)CCCCC2	-0.3	1.1	-8	-8	x	3.6	-8	1.1	0.5	-6
COc1cc(OC)cc(-c2n[nH]c(=S)n2-c2ccc3c(c2)OCCO3)c1	-0.3	0.9	71*	-3	-7	2.5	-10	1	0.1	-6
CCC(O)CC(C(=O)NNc1ccccc1)C(=O)NNc1ccccc1 (stereo unspecified)	-0.2	1.8	72*	-7	5	-1.6	-12	2.8*	0.7	3
Cc1nc2nc(-c3ccccc3)[nH]n2c(=O)c1Cc1ccccc1	-0.1	0.9	-7	1	2	2.3	-6	0.9	0.5	2
CCCn1c(SCC(=O)N2CCN(S(=O)(=O)c3ccc(Cl)cc3)CC2)n[nH]c1=O	-0.2	1	0	1	-20	-0.4	5	1	-3.9	-7
COC(=O)c1[nH]c2cc(OC)ccc2c1NC(=O)c1ccc2c(c1)OCO2	0.0	0.8	3	-5	x	2.3	-6	0.9	0.1	2
COCC(C)NS(=O)(=O)c1ccc(OC)cc1 (stereo unspecified)	-0.2	1	-5	-8	-1	1.4	-12	1	0.4	0
CCN(C(=O)CSc1nncn1-c1ccccc1)c1c(N)n(Cc2ccccc2)c(=O)[nH]c1=O	-0.1	1	-4	2	10	0.3	-6	1	-0.2	-2
CCCCOC(=O)c1ccc(NC(=O)c2nn(C)cc2Br)cc1	-0.2	0.9	3	4	x	8.1	-3	0.9	0.8	-3
O=C(CSc1cccc[n+]1[O-])c1cc(Cl)ccc1Cl	-0.2	1	99*	-5	-2	-0.9	-6	1.1	0.0	-7
Cc1ccc2c(c1)c(-c1ccccc1)nc1nncn12	-0.3	0.9	0	1	-10	0.7	-6	0.9	-1.2	-5
Cc1cc(NC(=O)c2cc3n(n2)C(C(F)(F)F)CC(c2ccco2)N3)no1 (stereo unspecified)	-0.2	0.9	28	-1	-18	1.4	-4	1	-0.7	-9
Cc1cc(/C=N/NC(=O)c2nn(C)cc2Cl)c(C)n1-c1cccc(Br)c1	-0.4	1	1	-5	6	0.8	-12	1	0.2	-4
Cc1cc2c3c(c1)C1(C(=O)N3C(C)(C)CC2C)C(C#N)=C(N)Oc2n[nH]c(C)c21 (stereo unspecified)	-0.2	1	9	-5	-11	0.1	-1	1	2.5	-5
Cc1ccc(S(=O)(=O)NC2=C(N3CCN(c4ccccc4F)CC3)C(=O)c3ccccc3C2=O)cc1	-0.3	1.3	96*	1	x	5.2	11	1.2	-8.0	-3
CC(C)/C=C1\CCc2c([nH]c3ccccc23)C1=O	-0.1	0.9	3	-6	-5	2.1	-9	0.9	0.9	1
